FBW7 act = FBW7 E3 ligase activators, primary screen, biochemical, AlphaScreen, human; F-box/WD repeat-containing protein 7 (Homo sapiens), Q969H0; AlphaScreen FBW7–phospho-cyclin E peptide binding, activator screen; normalized activity (activation), % at 26.1 µM; hit rate 0.13% among 650,000; AID 1259310, 2017; in the data active means normalized activity above about 1.9%;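 further: purified mutant Fbw7 with reduced substrate affinity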
TEAD-YAP inh = TEAD-YAP interaction inhibition, primary screen, TEAD-YAP interaction inhibitor project, luminescence, HEK-TIYL cells | TEAD-Gal4/YAP UAS-luciferase luminescence | inhibition, % at 9.12 µM | hit rate 1.4% among 640,000; in the data active means inhibition above about 32%;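 further: 0% = median of test compound wells and 100% = reference inhibitor wells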
MITF primary = MITF inhibitors, primary screen, biochemical, AlphaScreen, human. Microphthalmia-associated transcription factor (Homo sapiens), O75030. AlphaScreen MITF homodimerization, bead proximity signal. inhibition, % at 2.6 µM. hit rate 0.91% among 650,000. AID 1259374, 2018; in the data active means inhibition above about 50%;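 further: 0% = vehicle wells with protein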
Target sequence (O75030 whole entry, looked up): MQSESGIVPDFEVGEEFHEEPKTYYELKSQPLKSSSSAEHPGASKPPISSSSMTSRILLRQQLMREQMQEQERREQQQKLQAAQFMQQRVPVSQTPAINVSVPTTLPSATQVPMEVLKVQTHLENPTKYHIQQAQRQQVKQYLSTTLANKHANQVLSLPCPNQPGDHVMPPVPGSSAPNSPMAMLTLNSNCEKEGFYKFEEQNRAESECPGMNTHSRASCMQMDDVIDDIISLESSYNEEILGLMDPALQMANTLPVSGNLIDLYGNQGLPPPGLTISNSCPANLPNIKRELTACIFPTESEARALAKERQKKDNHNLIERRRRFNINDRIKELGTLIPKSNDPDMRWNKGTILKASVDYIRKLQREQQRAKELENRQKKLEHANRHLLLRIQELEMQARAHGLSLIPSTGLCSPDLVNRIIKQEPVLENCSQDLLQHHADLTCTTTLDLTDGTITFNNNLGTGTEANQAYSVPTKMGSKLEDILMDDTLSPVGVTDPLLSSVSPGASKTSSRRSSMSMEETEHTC
GPR151 activ = activators of human GPR151, primary screen, cell-based, PathHunter beta-arrestin, luminescence; hit rate 1% among 650,000; PathHunter beta-arrestin GPR151 cells; activation, % at 11.2 µM; G-protein coupled receptor 151 (Homo sapiens), Q8TDV0; in the data active means activation above about 4.9%;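 further: 0% = median of compound wells and 100% = cells with positive control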
Target sequence (Q8TDV0 whole entry, looked up): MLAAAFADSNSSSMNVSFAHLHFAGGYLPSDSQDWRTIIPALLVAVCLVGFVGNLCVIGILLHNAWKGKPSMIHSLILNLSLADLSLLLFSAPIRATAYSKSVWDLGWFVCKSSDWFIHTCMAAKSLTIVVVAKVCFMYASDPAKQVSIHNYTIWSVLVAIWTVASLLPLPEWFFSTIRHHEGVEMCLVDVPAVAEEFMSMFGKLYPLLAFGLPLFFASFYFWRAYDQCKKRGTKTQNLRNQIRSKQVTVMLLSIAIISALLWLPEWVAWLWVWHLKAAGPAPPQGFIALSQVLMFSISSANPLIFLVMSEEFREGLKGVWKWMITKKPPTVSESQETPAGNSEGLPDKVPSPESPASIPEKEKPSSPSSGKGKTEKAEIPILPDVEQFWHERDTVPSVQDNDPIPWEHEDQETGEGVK
Active calls of the source: *.

`Cc1ccc(OCC(=O)c2cc(C)c(O)cc2O)cc1` gave FBW7 act 0.1, TEAD-YAP inh -3, MITF primary -6 and GPR151 activ -1.6.
Cc1ccc(-c2c(C)nn3c(N4CCC(O)CC4)cc(C)nc23)cc1 was read as FBW7 act 0.1, TEAD-YAP inh 2, MITF primary 18 and GPR151 activ -0.4.
`NC(=O)C1(N2CCCCC2)CCN(C(=O)c2ccc(-n3c(=S)[nH]c4ccccc4c3=O)cc2)CC1` gave FBW7 act -0.1, TEAD-YAP inh -1, MITF primary 2 and GPR151 activ -0.4.
`COC(=O)c1cc([N+](=O)[O-])c2nc3ccccn3c2c1` gave FBW7 act 0.2, TEAD-YAP inh -7, MITF primary 14 and GPR151 activ 0.1.
`COc1cccc2sc(=NC(=O)c3ccc(C(=O)c4ccccc4)cc3)n(C)c12` gave FBW7 act -0.2, TEAD-YAP inh 0, MITF primary 6 and GPR151 activ -0.6.
Cc1ccc2nc(C)c(C(=O)NCc3cccs3)n2c1 was read as FBW7 act -0.5, TEAD-YAP inh 6, MITF primary 7 and GPR151 activ 0.4.
Cc1nn(C)cc1CNC(=O)c1cccc(F)c1 was read as FBW7 act 0.0, TEAD-YAP inh 8, MITF primary 4 and GPR151 activ 0.6.
COc1cc(Nc2cccc(C(F)(F)F)c2)ncn1 was read as FBW7 act 0.1, TEAD-YAP inh 9, MITF primary 2 and GPR151 activ -0.6.
Screening COc1cc(OC)c(OC)cc1/C=N/Nc1nc2ccccc2[nH]1 returned FBW7 act -0.1, TEAD-YAP inh 1, MITF primary -11 and GPR151 activ 0.9.
`COc1ccc(Cc2noc(-c3ccccc3Br)n2)cc1OC` gave FBW7 act 0.5, TEAD-YAP inh -6, MITF primary -2 and GPR151 activ 1.4.
Screening COc1ccc(OCC(=O)N/N=C/c2ccc(I)cc2)cc1 returned FBW7 act 0.1, TEAD-YAP inh 3, MITF primary 3 and GPR151 activ 1.0.
Cc1nc(NCCNC(=O)Nc2ccc(F)cc2F)cc(N2CCCC2)n1 was read as FBW7 act -0.1, TEAD-YAP inh -4, MITF primary -11 and GPR151 activ 4.6.
For CC1CC1C(=O)OCC(=O)Nc1ccc([N+](=O)[O-])cc1C#N (stereo not given) the results were FBW7 act -0.3, TEAD-YAP inh 5, MITF primary -13 and GPR151 activ 0.2.
Screening CC(C)CCN1CCNC(=O)C1CC(=O)NCc1cnn(-c2ccc(F)cc2)c1 (stereo not given) returned FBW7 act 0.3, TEAD-YAP inh 11, MITF primary 7 and GPR151 activ -1.5.
For CCCc1cc(=O)[nH]c2nnc(SCC(C)=O)n12 the results were FBW7 act 0.0, TEAD-YAP inh 20, MITF primary -1 and GPR151 activ -1.0.
Cn1cc(CNCc2ccccc2OCC(O)CN2CCc3ccccc3C2)cn1 (stereo not given) was read as FBW7 act 0.0, TEAD-YAP inh 4, MITF primary 12 and GPR151 activ -0.8.
`CC(C)(Oc1ccc(Cl)cc1)C(=O)Nc1ccc(S(N)(=O)=O)cc1` gave FBW7 act -0.2, TEAD-YAP inh -9, MITF primary 0 and GPR151 activ 0.1.
For CCn1c(C)nc2cc(C(=O)NNC(=O)CN3C(=O)C4CC=CCC4C3=O)ccc21 (stereo not given) the results were FBW7 act -0.1, TEAD-YAP inh -6, MITF primary 10 and GPR151 activ -0.1.
CCc1ccc(NC(=O)CN(C)S(=O)(=O)c2cc3c(cc2Cl)NC(=O)CO3)cc1 was read as FBW7 act -0.1, TEAD-YAP inh -1, MITF primary -1 and GPR151 activ 1.0.
CN(C)S(=O)(=O)N(CC(=O)Nc1cc(C(F)(F)F)ccc1Cl)c1ccccc1 was read as FBW7 act 0.3, TEAD-YAP inh 3, MITF primary 18 and GPR151 activ -0.7.
For N=C1C(c2nc3ccccc3s2)=C(O)CN1c1ccccc1 the results were FBW7 act 0.0, TEAD-YAP inh -12, MITF primary 3 and GPR151 activ -0.3.
O=C(N/N=C/C(Br)=C/c1ccccc1)c1cccnc1 was read as FBW7 act 0.0, TEAD-YAP inh -14, MITF primary 10 and GPR151 activ -0.8.
Cc1ccc(NS(=O)(=O)c2cccs2)cc1N1CCCCC1=O was read as FBW7 act 0.4, TEAD-YAP inh 6, MITF primary 10 and GPR151 activ -1.7.
COc1ccccc1N=C(N)Nc1cccc(C(F)(F)F)c1 was read as FBW7 act 0.0, TEAD-YAP inh 5, MITF primary -1 and GPR151 activ 1.5.
Screening Nc1nc(NCCN2CCOCC2)cc(Nc2ccc3c(c2)OCO3)n1 returned FBW7 act 0.2, TEAD-YAP inh -6, MITF primary -12 and GPR151 activ 1.7.
N#Cc1ccccc1NC(=O)CN1CCN(Cc2ccccc2)CC1 was read as FBW7 act 0.2, TEAD-YAP inh -6, MITF primary 60* and GPR151 activ -1.3.
`C=CCN=C(CCCN1C(=O)c2ccccc2C1=O)C1=C(O)CC(C)(C)CC1=O` gave FBW7 act 0.0, TEAD-YAP inh 5, MITF primary 14 and GPR151 activ 0.8.
For Cc1ccccc1-c1cn[nH]c1C1CCCN(C(=O)c2ccc(-n3ccnc3)cc2)C1 (stereo not given) the results were FBW7 act -0.1, TEAD-YAP inh 1, MITF primary 15 and GPR151 activ -1.5.
For Cc1ccc2c(nc3s/c(=C\c4ccc(F)cc4F)c(=O)n32)c1C the results were FBW7 act 0.3, TEAD-YAP inh 2, MITF primary 17 and GPR151 activ 0.7.
`CSc1ccc(S(=O)(=O)NCc2ccc3c(c2)OCO3)cc1` gave FBW7 act -0.1, TEAD-YAP inh 7, MITF primary -4 and GPR151 activ -0.6.
COc1cc2ccccc2cc1C(=O)Nc1ccccc1C was read as FBW7 act -0.1, TEAD-YAP inh -91, MITF primary -6 and GPR151 activ 0.4.
Screening CC1CCCCC1NC(=O)Cn1cnc2ccccc2c1=O (stereo not given) returned FBW7 act 0.5, TEAD-YAP inh 3, MITF primary 14 and GPR151 activ 0.4.
For CC(C)CC(=O)NCC1(c2ccccc2)CCOCC1 the results were FBW7 act 0.0, TEAD-YAP inh 5, MITF primary 4 and GPR151 activ 0.2.
For COc1ccc(OC)c(NC(=O)COc2ccc(Br)cc2C(C)(C)C)c1 the results were FBW7 act 0.0, TEAD-YAP inh 9, MITF primary -2 and GPR151 activ 5.9*.
For CCCNc1nc(-c2cccs2)nc2c1ncn2C1CCCCC1 the results were FBW7 act 0.1, TEAD-YAP inh -12, MITF primary 5 and GPR151 activ 2.2.
COc1ccnc(N2CCC(N(Cc3ccco3)C(=O)Nc3cccc(C(C)=O)c3)CC2)n1 was read as FBW7 act 0.0, TEAD-YAP inh 0, MITF primary -1 and GPR151 activ 0.4.
CCCCN(CCCC)S(=O)(=O)c1ccc(C(=O)Nc2sc3c(c2C(N)=O)CCN(CC)C3)cc1 was read as FBW7 act 0.1, TEAD-YAP inh -4, MITF primary 1 and GPR151 activ -1.3.
For CC1=C(C(=O)NCCc2ccccc2)C2(CCC(C)CC2)OC1=O (stereo not given) the results were FBW7 act 0.6, TEAD-YAP inh -1, MITF primary 14 and GPR151 activ -0.1.
CC(C)NS(=O)(=O)c1ccc(OCC(=O)Nc2ccccc2F)c(Cl)c1 was read as FBW7 act -0.1, TEAD-YAP inh -4, MITF primary 1 and GPR151 activ -1.5.
`COc1ccc(CCC(=O)Nc2ccc(Br)cn2)cc1` gave FBW7 act -0.8, TEAD-YAP inh 7, MITF primary -1 and GPR151 activ -0.6.
COc1cccc(OC)c1C(=O)Nc1ccc(F)c([N+](=O)[O-])c1 was read as FBW7 act -0.1, TEAD-YAP inh 1, MITF primary -14 and GPR151 activ -0.5.
Screening FC(F)(F)c1cccc(-n2cc(-c3ccccc3)c3c(N4CCC5(CC4)OCCO5)ncnc32)c1 returned FBW7 act -0.1, TEAD-YAP inh 1, MITF primary -18 and GPR151 activ 0.7.
Screening COc1cccc(NC(=O)CSc2nnc(C)n2-n2cccc2)c1 returned FBW7 act 0.0, TEAD-YAP inh 1, MITF primary -10 and GPR151 activ 0.2.
CC1CCc2c(sc(NC(=O)C(C)N3C(=O)c4ccccc4C3=O)c2C#N)C1 (stereo not given) was read as FBW7 act -0.2, TEAD-YAP inh 4, MITF primary -5 and GPR151 activ 0.3.
Screening COC(=O)c1ccc(CNC2CCN(c3ccc(NC(=O)C4CCCC4)cc3)CC2)cc1 returned FBW7 act -0.1, TEAD-YAP inh -2, MITF primary 4 and GPR151 activ 0.4.

The last 6 records of the part before are carried over, then new ones follow:
`COc1ccc(CCC(=O)Nc2ccc(Br)cn2)cc1` gave FBW7 act -0.8, TEAD-YAP inh 7, MITF primary -1 and GPR151 activ -0.6.
COc1cccc(OC)c1C(=O)Nc1ccc(F)c([N+](=O)[O-])c1 was read as FBW7 act -0.1, TEAD-YAP inh 1, MITF primary -14 and GPR151 activ -0.5.
Screening FC(F)(F)c1cccc(-n2cc(-c3ccccc3)c3c(N4CCC5(CC4)OCCO5)ncnc32)c1 returned FBW7 act -0.1, TEAD-YAP inh 1, MITF primary -18 and GPR151 activ 0.7.
Screening COc1cccc(NC(=O)CSc2nnc(C)n2-n2cccc2)c1 returned FBW7 act 0.0, TEAD-YAP inh 1, MITF primary -10 and GPR151 activ 0.2.
CC1CCc2c(sc(NC(=O)C(C)N3C(=O)c4ccccc4C3=O)c2C#N)C1 (stereo not given) was read as FBW7 act -0.2, TEAD-YAP inh 4, MITF primary -5 and GPR151 activ 0.3.
Screening COC(=O)c1ccc(CNC2CCN(c3ccc(NC(=O)C4CCCC4)cc3)CC2)cc1 returned FBW7 act -0.1, TEAD-YAP inh -2, MITF primary 4 and GPR151 activ 0.4.
Screening COc1ccccc1OCc1nc(C#N)c(N2CCN(c3ccccc3)CC2)o1 returned FBW7 act 0.1, TEAD-YAP inh 4, MITF primary -1 and GPR151 activ -0.1.
Screening COCCn1nnnc1CN(CCc1ccccc1)Cc1cc2cc(OC)ccc2[nH]c1=O returned FBW7 act 0.0, TEAD-YAP inh 1, MITF primary -3 and GPR151 activ 2.7.
For Cn1/c(=N/N=C/c2ccc(O)cc2O)sc2ccccc21 the results were FBW7 act -0.1, TEAD-YAP inh -3, MITF primary -25 and GPR151 activ -2.4.
For COc1ccc(/C=C2\C(=O)ON=C2c2cccc([N+](=O)[O-])c2)cc1 the results were FBW7 act 0.2, TEAD-YAP inh 5, MITF primary 25 and GPR151 activ 1.6.
CC(C)C(c1nnnn1C1CCCCC1)N1CCN(C(=O)c2ccco2)CC1 (stereo not given) was read as FBW7 act -0.1, TEAD-YAP inh -3, MITF primary 6 and GPR151 activ 0.7.
Screening CCNc1nc(C)cc(NCCc2ccc(OC)cc2)n1 returned FBW7 act 0.1, TEAD-YAP inh 21, MITF primary 25 and GPR151 activ -1.0.
Screening O=C(CCCc1cccs1)NNC(=O)COc1ccc(F)cc1 returned FBW7 act -0.1, TEAD-YAP inh -13, MITF primary -14 and GPR151 activ 0.0.
Screening CCOC(=O)N1CCc2c(sc(NC(=O)c3ccc(S(=O)(=O)N4CCCc5ccccc54)cc3)c2C(=O)OC)C1 returned FBW7 act 0.1, TEAD-YAP inh -11, MITF primary 6 and GPR151 activ 3.4.
Screening CN(CC(COc1ccccc1)OC(=O)c1ccc(Cl)cc1)C1=NS(=O)(=O)c2ccccc21 (stereo not given) returned FBW7 act 0.3, TEAD-YAP inh 4, MITF primary 4 and GPR151 activ -0.9.
`Cc1ccc(C(=O)N2CCN3C(=O)[C@@H](C(C)C)NC(=O)[C@H]3C2)cc1` gave FBW7 act 0.2, TEAD-YAP inh -5, MITF primary 17 and GPR151 activ 0.3.
For O=C(c1cccc(-n2c(=S)[nH]c3cc(Cl)ccc3c2=O)c1)N1CCN(C2CCCCC2)CC1 the results were FBW7 act 0.9, TEAD-YAP inh 1, MITF primary 22 and GPR151 activ -0.2.
`CCOc1ccc(NC(=O)c2ccc(N3CC4CC(C3)c3cccc(=O)n3C4)c(NC(=O)c3ccc(Br)o3)c2)cc1` (stereo not given) gave FBW7 act 0.0, TEAD-YAP inh -1, MITF primary -13 and GPR151 activ -1.1.
Cc1n[nH]c(C)c1CCOc1ccccc1C(C)C was read as FBW7 act 0.1, TEAD-YAP inh 12, MITF primary 6 and GPR151 activ 1.0.
`COc1cc(/C=C/C(=O)O)ccc1OCc1ccc(Cl)c(Cl)c1` gave FBW7 act 0.1, TEAD-YAP inh 10, MITF primary 5 and GPR151 activ -0.2.
`Cc1csc2nc3sc4c(c3c(=O)n12)CCCC4` gave FBW7 act -0.1, TEAD-YAP inh -8, MITF primary -24 and GPR151 activ 1.0.
`COC(=O)C1=CNC=C(C(=O)OC)C1c1ccc2c(c1)OCO2` gave FBW7 act 0.3, TEAD-YAP inh -2, MITF primary -2 and GPR151 activ 0.7.
`NC(=O)c1ccc[n+](CC(=O)Nc2ccc(C(=O)O)cc2)c1` gave FBW7 act -0.1, TEAD-YAP inh -9, MITF primary -3 and GPR151 activ 1.7.
Screening CCc1nn2c(N)c(/C=C3\C(C)=Nc4ccccc43)c(=O)nc2s1 returned FBW7 act 0.0, TEAD-YAP inh 0, MITF primary 12 and GPR151 activ -0.2.
CCCCNc1c(OC)ccc2c1C(=O)c1ccccc1C2=O was read as FBW7 act -0.1, TEAD-YAP inh -2, MITF primary 7 and GPR151 activ 1.2.

Compound activity: PubChem BioAssay, The Scripps Research Institute Molecular Screening Center
